aSyn rescue: qHTS of alpha-syn Inhibitors | Yeast expressing alpha-synuclein, growth rescue, BacTiter-Glo, 24 h | Potency, µM (doses to about 46.1 µM), for inactives: top-dose growth rescue (activation), actives largely listed as activators | actives 0.14% (n = 370,000) | AID 652106, 2013; note: potency is the fitted concentration of half-maximal effect; % of control where 0% means no effect; nearly all actives have a fitted effect of over 65% in size
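Screening used galactose-induced yeast with toxic alpha-synuclein levels, exposed to compound for 24 hr at 30 deg C. Cell growth, read with BacTiter-Glo luminescence, gave the measured signal.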
FUS yeast rescue: qHTS for Suppressors of FUS Proteinopathy: Primary screen using FUS-linked yeast assay; S. cerevisiae FUS-expressing, growth rescue, OD600, 24 h; Potency, µM (series often up to 76.6 µM), for inactives: at the top dose growth rescue (activation), usual class: activators; actives 0.24% (n = 390,000); AID 1347120, 2019;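 note: potency is the fitted concentration of half-maximal effect; plate controls were DMSO vehicle for no effect and reference control for full effect; nearly all actives have a fitted effect of over 55% in size; some results filed as inactive show a strong effect at the top dose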
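Cultures pregrown in 2.5% raffinose medium are shifted to minimal medium containing 2% galactose to express toxic FUS. Compounds are tested at several concentrations. After 24hr at 30C, growth is quantified at 600 nm absorbance.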
PTHR1 agonist: qHTS for PTHR1 Agonists: Primary Screen; Parathyroid hormone/parathyroid hormone-related peptide receptor (Homo sapiens), Q03431; HEK293 GP2 PTHR1 cells, GloSensor cAMP luminescence, 1 h; Potency, µM (highest dose often 115 µM), inactives show at the highest dose activation, hits mostly activators; actives 0.075% (n = 410,000); note: potency is the fitted concentration of half-maximal effect; nearly all actives have a fitted effect of over 55% in size; some results filed as inactive show a strong effect at the top dose; inactives centre near -15; many of its hits are not listed in these tables
Target sequence (Q03431 whole entry, looked up): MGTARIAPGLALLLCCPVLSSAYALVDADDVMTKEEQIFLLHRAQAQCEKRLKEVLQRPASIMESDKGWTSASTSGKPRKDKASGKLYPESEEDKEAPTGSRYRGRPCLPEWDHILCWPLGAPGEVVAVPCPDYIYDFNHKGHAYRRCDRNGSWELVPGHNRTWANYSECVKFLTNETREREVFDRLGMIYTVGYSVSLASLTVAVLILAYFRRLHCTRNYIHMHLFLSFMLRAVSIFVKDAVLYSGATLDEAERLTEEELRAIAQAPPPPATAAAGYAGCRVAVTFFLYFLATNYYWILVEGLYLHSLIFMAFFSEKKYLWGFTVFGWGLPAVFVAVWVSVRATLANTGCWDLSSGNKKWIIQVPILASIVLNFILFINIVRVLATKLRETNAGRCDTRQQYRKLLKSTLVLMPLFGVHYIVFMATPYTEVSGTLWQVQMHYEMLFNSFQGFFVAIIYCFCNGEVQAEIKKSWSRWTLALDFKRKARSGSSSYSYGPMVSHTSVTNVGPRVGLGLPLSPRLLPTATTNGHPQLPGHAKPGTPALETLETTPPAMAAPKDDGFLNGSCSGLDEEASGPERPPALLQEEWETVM
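HEK-293-derived GP2 cells expressing PTHR1 and a GloSensor cAMP reporter, 3,000/well, plated overnight, given luciferin plus IBMX (each 0.5 mM as added) for 1 h at 37 °C, then compound for 1 h at 37 °C. Luminescence was read after 15 min at room temperature.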
TDP43 rescue: qHTS of TDP-43 Inhibitors. AID 652104, 2013. Potency, µM (titrated, usually from 46.1 µM), for inactives: at the highest dose growth rescue (activation), hits mostly activators. TDP-43 expressing yeast growth rescue, BacTiter-Glo, 24 h. actives 1.8% (n = 410,000); note: potency is the fitted concentration of half-maximal effect; % of control where 0% means no effect; nearly all actives have a fitted effect of over 50% in size
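In this qHTS, compounds that restore growth of yeast expressing TDP-43 appear as activators. Cells (OD600=0.02, galactose medium, raffinose-pregrown) are incubated with compound 24 hr at 30 deg C and growth is quantified by BacTiter-Glo.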
pAkt inh: HTS Assay for Inhibitors of Akt Phophorylation: Primary Screen | AID 651550, 2012 | actives 0.32% (n = 360,000) | Neuro2A IGF-stimulated pAkt S473 HTRF, 20 min; stronger effect = lower value | activity change, % for hits at 50 µM; in the data active = activity change below about -80%; inconclusive = mostly about -51% to -80%; note: % is set by controls: 0 for no effect and ±100 for the full control effect
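Neuro2A cells in DMEM with 0.5% FBS, overnight at 37 deg C, given compound at single 50 µM final, then IGF (6 nM final) for 20 min at 37 deg C. Lysed; phospho-Akt Ser473 by HTRF after 24 h, 665/615 ratio.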
HEK293 tox: qHTS of GLP-1 Receptor Inverse Agonists: Cytotox Screen | HEK293 cAMP-luciferase reporter cells, luminescence, 24 h | AID 624418, 2012 | actives 0.13% (n = 410,000) | Potency, µM (highest dose often 38.3 µM), inactives show at the highest dose activity change, negative = inhibition, usual class: inhibitors;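 note: loss of luciferase light is scored as toxicity; potency is the fitted concentration of half-maximal effect; % is set by controls: 0 for no effect and ±100 for the full control effect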
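Here, cytotoxicity is scored as loss of luminescence. The MLSMR collection was tested on cells seeded in medium containing 10% Nu serum, with a 24 hr compound exposure preceded by 12 hours of culture.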
GLP1R inv ag: qHTS of GLP-1 Receptor Inverse Agonists (Inhibition Mode); HEK293 GLP-1R CRE-luciferase, luminescence, 24 h; GLP-1R form is constitutively active; Potency, µM (series often up to 38.3 µM), for inactives: top-dose activity change, negative = inhibition, usual class: inhibitors; Glucagon-like peptide 1 receptor (Homo sapiens), P43220; AID 624417, 2012; actives 1.6% (n = 410,000); note: potency is the fitted concentration of half-maximal effect; % is set by controls: 0 for no effect and ±100 for the full control effect; nearly all actives have a fitted effect of over 55% in size
Target sequence (P43220 whole entry, looked up): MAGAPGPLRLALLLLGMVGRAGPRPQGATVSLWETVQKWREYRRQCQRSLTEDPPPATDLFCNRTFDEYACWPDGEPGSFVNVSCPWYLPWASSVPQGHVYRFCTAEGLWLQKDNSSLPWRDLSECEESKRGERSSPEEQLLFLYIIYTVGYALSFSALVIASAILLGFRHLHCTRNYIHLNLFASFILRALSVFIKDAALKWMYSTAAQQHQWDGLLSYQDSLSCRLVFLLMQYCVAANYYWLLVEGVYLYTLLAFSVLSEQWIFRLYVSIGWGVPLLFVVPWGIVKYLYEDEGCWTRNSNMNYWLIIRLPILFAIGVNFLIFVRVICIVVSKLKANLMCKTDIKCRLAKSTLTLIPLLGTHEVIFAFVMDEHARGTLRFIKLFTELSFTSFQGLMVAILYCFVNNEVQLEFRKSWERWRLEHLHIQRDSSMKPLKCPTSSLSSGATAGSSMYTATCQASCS
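Inverse agonism was detected as reduced cAMP-driven luciferase luminescence after 24 h compound treatment. The cells were HEK293 clones expressing constitutively active human GLP-1R with the reporter. Reporter-only and GPR119 cell lines served as counterscreen controls.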
MmCpn inh: Inhibitors of TCP-1 ring complex (TRiC) of Methanococcus maripaludis (MmCpn): qHTS; Potency, µM (series often up to 76.9 µM), without a hit: at the top dose activity, negative = inhibition, usual class: inhibitors; purified Mm-Cpn ATPase, ADP Transcreener TR-FRET; actives 0.031% (n = 330,000); note: potency is the fitted concentration of half-maximal effect; % is set by controls: 0 for no effect and ±100 for the full control effect; nearly all actives have a fitted effect of over 80% in size
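Inhibition of chaperonin ATP hydrolysis is measured as reduced ADP production, detected by competitive TR-FRET in which signal falls with ADP. Final enzyme 25 nM and ATP 10 uM, reacted 30 min at 37°C.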
Abeta yeast res: qHTS for compounds that reverse cellular toxicity of Amyloid beta (A-beta) peptide in yeast: Primary Screen; Potency, µM (highest dose often 46.1 µM), without a hit: top-dose growth rescue, hits mostly activators; AID 1347071, 2019; yeast expressing A-beta42, growth rescue, OD600, 48 h; response scale: 0% DMSO, 100% iron-clioquinol control; actives 0.063% (n = 410,000); note: potency is the fitted concentration of half-maximal effect; nearly all actives have a fitted effect of over 55% in size
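Yeast A-beta toxicity model in growth medium with pinned compounds, 48 h at 30 C; growth read as absorbance at 600 nm. Normalized to FeCl3/clioquinol equimolar mix (positive) and DMSO (negative).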
Numbers without * were called inactive; i = inactive; ? = inconclusive; . = no result given; [ ] = another dose, or the depositor's remark. Unless noted, calls come from the whole dose curve; as a rule, active = well fitted curve in the direction sought with a large enough effect; inconclusive = small, poorly fitted or top-dose-only effect, or another doubt; inactive = no such curve, though single readings can be large; an effect the other way counts as inactive or inconclusive.

Values run as follows: aSyn rescue	FUS yeast rescue	PTHR1 agonist	TDP43 rescue	pAkt inh	HEK293 tox	GLP1R inv ag	MmCpn inh	Abeta yeast res
Fc1cccc(Cl)c1-c1nnc2ccc3ccccc3n12
 : 0%	-6%	-51%[inhibitor]	10%	i	-3%	25%	-3%	3%
O=C(NCCc1nc2ccccc2[nH]1)c1ccc(Cl)c([N+](=O)[O-])c1
 : -1%	.	-19%	-16%	i	-15%	?	-1%	10%
c1ccc(-c2[nH]ncc2CN2CCN(Cc3ccc4c(c3)OCO4)CC2)cc1
 : -5%	9%	-22%	-7%	i	4%	-9%	-9%	-10%
O=C(OC1CCOC1=O)c1cc(-c2ccc(Br)cc2)nc2ccccc12 (configuration not stated)
 : -2%	44%	-22%[57.5 µM]	21%	i	3%	0%	-12%	11%
COc1ccc(Cl)cc1NC(=O)c1cc2nc(-c3ccc(C)cc3)cc(C(F)(F)F)n2n1
 : .	10%	i	?	.	-7%	8%	.	8%
CSc1n[nH]c(NCc2ccc(Cl)cc2)n1
 : .	-2%	i	3%	.	3%	6%	-6%	-6%
Cc1oc(-c2ccccc2)nc1Cn1c(=O)cc(-c2ccccc2)c2c(C)nn(C)c21
 : .	3%	-7%	-6%	.	8%	1%	.	-11%
O=C(NCCc1ccccc1)C(=O)NCC1OCCN1S(=O)(=O)c1ccc(Br)cc1 (configuration not stated)
 : -1%	5%	-37%[inhibitor]	20%	.	-9%	-1%	1%	-15%
Cc1ccc(/C=N/NC(=O)C2CCN(Cc3ccc(F)cc3Cl)CC2)o1
 : -1%	27%	i	-11%	i	2%	?	1%	-1%
CN1CCN(Cc2c(O)c(Cl)cc3c(-c4ccccc4)cc(=O)oc23)CC1
 : 6%	7%	-7%[57.5 µM]	0%	i	235%[activator]	0%	-3%	0%
COC(=O)c1c(-c2ccc(F)cc2)noc1N
 : 2%	-2%	-5%[57.5 µM]	-1%	i	0%	0%	0%	-9%
N#C/C(C(=O)NCc1ccccc1)=C1/N=C(NC(=O)c2cccs2)c2ccccc21
 : 0%	-7%	i	7%	i	-8%	8%	-1%	-14%
O=C(N1CCOCC1)C1(c2ccc(Cl)cc2)CCCC1
 : 5%	8%	-22%[57.5 µM]	6%	i	-5%	-12%	4%	10%
CCOC(=O)c1ccc(NC(=O)c2c(NC(=O)CCC(=O)O)sc3c2CCCCC3)cc1
 : -1%	?	-4%	-10%	i	0%	12%	0%	-7%
Cc1ccc(O)c(N=CC2=C(O)c3ccccc3C2=O)c1
 : 1%	?	-14%	1%	i	?	?	-5%	-2%
Cc1c(C(=O)NCc2ccc3c(c2)OCCO3)sc(=O)n1Cc1ccc2c(c1)OCO2
 : -1%	?	i	?	i	-5%	2%	.	8%
COc1cc(C(=O)NNC(=O)c2ccccc2OCc2c(C)noc2C)cc(OC)c1OC
 : -4%	-1%	i	8%	i	?	-17%	0%	-18%
Cc1ccc(C)c(OCC(=O)Nc2ccccc2C(=O)N2CCN(C)CC2)c1
 : -5%	16%	-64%[inhibitor]	-13%	i	0%	-10%	1%	-3%
O=C(c1ccccc1)c1ccc(-n2ccnc2)c([N+](=O)[O-])c1
 : -4%	21%	-27%	-14%	i	-8%	1%	1%	-5%
CCC(CC)N1CCN(CCc2ccccc2)C(CCO)C1 (configuration not stated)
 : -14%	11%	i	8%	i	3%	-16%	-8%	-3%
COc1ccc(N2CCN(C(=O)C(C)n3nc(C)c4sc5ccccc5c4c3=O)CC2)cc1 (configuration not stated)
 : .	4%	i	11%	.	-9%	4%	.	-13%
Cc1nc(-c2ccc(NC(=O)c3ccccc3)cc2)cs1
 : -35%[inhibitor]	-14%	-35%	-25%	i	-10%	?	2%	-48%[inhibitor]
CCOC(=O)c1c(NC(=O)/C=C/c2ccc(C)o2)sc(C)c1C
 : -25%	-6%	10%	-20%	i	6%	16%	0%	-33%
O=C(NCC1CCS(=O)(=O)C1)NCC1CCS(=O)(=O)C1 (configuration not stated)
 : -4%	16%	i	-26%	.	8%	3%	-1%	-1%
O=C(Cc1cccc(NC(=O)C2CCN(C(=O)C3CCCC3)CC2)c1)Nc1cccc(C(=O)N2CCCCC2)c1
 : -6%	40%	i	-2%	i	0%	15%	.	-3%
Clc1ccccc1OCc1nnc(-c2ccccc2)o1
 : 14%	3%	-23%	-16%[9.22 µM]	i	4%	?	2%	-15%
COc1cc(S(=O)(=O)NCc2ccccn2)c(OC)cc1Cl
 : 1%	-3%	i	-17%	i	8%	39%[activator]	0%	-2%
Cc1ccccc1N1C(=O)C2C3C=CC(C2C1=O)N(C)C3=O (configuration not stated)
 : 1%	-2%	-10%	4%	i	-3%	1%	-3%	18%
CC(OC(=O)c1ccc2c(c1)OCO2)C(=O)NC1CCCCC1C (configuration not stated)
 : 13%	-8%	-5%	11%	i	14%	-5%	1%	18%
NC(=O)c1cn(-c2ccccc2)nc1-c1cccnc1
 : 0%	6%	-11%[57.5 µM]	13µM*	?	-2%	17%	1%	6%
COC(=O)C1CCN(C(=O)C2CCN(C(=O)[C@@H](NS(=O)(=O)c3ccc(C)cc3)C(C)C)CC2)CC1
 : -1%	-9%	-13%	2%	i	-11%	-2%	0%	1%
COc1ccc(C(=O)/C=C/C(=O)N(CC(=O)NC2CCCCC2)Cc2ccccc2OC)c(O)c1
 : 11%	15%	-50%[inhibitor]	?	i	-1%	8%	3%	-8%
CCCCc1c(O)nc(SCC(=O)Nc2ccc(C)cc2)n(-c2ccc(OC)cc2)c1=O
 : 7%	-18%	-7%	-1%	i	-5%	-2%	5%	-6%
CCSc1ncc(Cl)c(C(=O)Nc2sc(C(C)=O)c(C)c2C(=O)OC)n1
 : .	-7%	-20%	14%	.	-3%	11%	.	-10%
CCc1nnc(NC2=NCCC2)s1
 : -1%	6%	i	4%	i	-6%	-4%	-13%	-10%
COc1ccccc1C(=O)OCC(=O)Nc1cccc(S(=O)(=O)N2CCCC2)c1
 : -4%	24%	-52%[inhibitor]	-9%	i	3%	2%	-1%	3%
C=CCn1c(SCC(=O)Nc2ccc(C(=O)OCC)cc2)nnc1-c1cccs1
 : -4%	27%	-1%[57.5 µM]	2%	?	-12%	-26%	-3%	15%
COc1ccc(C2=C(N)c3ccccc3C2=O)cc1
 : -23%	-3%	-3%	-30%[inhibitor]	i	-22%	1%	-3%	?
COCCn1c(C)c(C)c2c(NCCc3ccccc3)ncnc21
 : 2%	-11%	-39%	20%	i	-20%	?	2%	-2%
COC(=O)c1cc(C#N)c(=O)[nH]c1C
 : 0%	-8%	-24%	14%	i	2%	18%	0%	3%
Cc1ccc(S(=O)(=O)N2CCOCC2)cc1NC(=O)CN1C(=O)NC2(CCCC2)C1=O
 : -9%	3%	i	5%	i	-6%	8%	2%	7%
CC(C)NC(=O)C1CC(=O)N(C(C)c2ccccc2)C1 (configuration not stated)
 : -1%	-5%	i	-6%	i	2%	2%	2%	6%
COC(=O)CNC(=O)COC(=O)c1ccc(Cl)nc1
 : -4%	13%	-23%	2%	i	-2%[0.307 µM]	-6%[0.307 µM]	0%	4%
Cc1ccc([C@H]2C[C@H](n3cc(COC(=O)c4ccccc4)nn3)[C@@H](O)CN2Cc2cccs2)cc1
 : 1%	45%	i	16%	i	-8%	?	.	14%
Cc1cc(C)c(NS(=O)(=O)c2ccccc2)c(C)n1
 : 2%	-7%	i	7%	i	3%	-5%	.	-1%
CSc1ccc(S(=O)(=O)N2CCC(C(=O)NCCc3ccccc3)CC2)cc1
 : -4%	-6%	-5%	6%	i	-6%	-1%	-4%	-5%
CCn1cc2nc(SCC(=O)Nc3cccc(Cl)c3C)n(Cc3ccc(Cl)cc3)c(=O)c2n1
 : .	-6%	-15%	12%	.	-7%	5%	.	-5%
COc1cc(OC)cc(N2C(=O)CC(N3CCC(C(=O)N4CCCCC4)CC3)C2=O)c1 (configuration not stated)
 : -62%[inhibitor]	8%	i	?	i	20%	2%	-3%	-94%[inhibitor]
C#CCOCCOCCOCCNc1nc(N2CCN(C(=O)[C@H](CCC(=O)O)n3cc(C(N)Cc4ccc(O)cc4)nn3)CC2)nc(N2CCN(C(=O)[C@H](CCC(=O)O)n3cc(C(N)CC(C)C)nn3)CC2)n1 (some centres not stated)
 : -12%	17%	17%	0%	i	3%	4%	.	-5%
CC1CC(Nc2ccccc2)c2ccccc2N1C(=O)c1ccccc1F (configuration not stated)
 : -4%	-15%	-15%	17%	i	4%	?	0%	-1%
Cc1ccccc1NC(=S)N(C)Cc1cccs1
 : -4%	-1%	-2%	?	i	0%	-15%	0%	?
CC1CCCCN1c1nnc(N)s1 (configuration not stated)
 : 1%	54%	i	-19%	i	9%	19%	0%	7%

Bioassay records from PubChem BioAssay.

This is a subset, so the mix of outcomes need not match the whole.
